KLK7 zymogen act – activators of human kallikrein-7 zymogen | activation, % at 7 µM | 0.9% of 370,000 active | P49862 | purified proKLK7, EDANS-DABCYL substrate fluorescence; 100% is mature enzyme control, 0% vehicle;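 active = activation above the mean of all tested compounds plus 3 SD, computed per campaign excluding outliers beyond control limits, cut at about 13% in these data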
Tn6 DDE FP – inhibitors of Tn6 peptide binding to human fibrin DD(E); Fibrin DD(E) TRITC-Tn6 fluorescence polarization displacement; inhibition, % at 8.3 µM; 0.21% of 370,000 active;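 active = inhibition above a per-campaign cutoff: mean of compounds within control limits plus 3 SD, cut at about 15% in these data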;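 also: 0% = median of all compound wells on the plate and 100% = blocking peptide control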
Target sequence (P02675 whole entry, looked up): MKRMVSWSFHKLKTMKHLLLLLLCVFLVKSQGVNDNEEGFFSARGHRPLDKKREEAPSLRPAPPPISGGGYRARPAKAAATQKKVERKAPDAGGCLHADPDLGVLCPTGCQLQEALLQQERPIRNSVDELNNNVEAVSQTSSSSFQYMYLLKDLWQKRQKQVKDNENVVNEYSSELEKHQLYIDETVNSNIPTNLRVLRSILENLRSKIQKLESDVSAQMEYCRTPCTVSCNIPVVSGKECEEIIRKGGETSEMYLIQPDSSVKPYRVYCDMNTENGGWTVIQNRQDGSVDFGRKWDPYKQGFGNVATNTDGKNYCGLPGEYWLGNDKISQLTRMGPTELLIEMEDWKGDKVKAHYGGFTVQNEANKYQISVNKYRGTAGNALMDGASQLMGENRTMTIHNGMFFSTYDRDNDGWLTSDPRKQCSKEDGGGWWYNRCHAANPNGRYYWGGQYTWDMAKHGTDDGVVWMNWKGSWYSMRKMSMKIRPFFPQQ
ASAP1 inh – ASAP1 ArfGAP inhibition | ASAP1-stimulated ARF1 GTP hydrolysis, GDP FP detection | inhibition, % at 16.5 µM | 0.19% of 360,000 active; in the data active = inhibition above about 25%;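 also: 0% = vehicle with enzyme and substrate and 100% = no enzyme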
Target sequence (Q9ULH1 325-724 limits assumed): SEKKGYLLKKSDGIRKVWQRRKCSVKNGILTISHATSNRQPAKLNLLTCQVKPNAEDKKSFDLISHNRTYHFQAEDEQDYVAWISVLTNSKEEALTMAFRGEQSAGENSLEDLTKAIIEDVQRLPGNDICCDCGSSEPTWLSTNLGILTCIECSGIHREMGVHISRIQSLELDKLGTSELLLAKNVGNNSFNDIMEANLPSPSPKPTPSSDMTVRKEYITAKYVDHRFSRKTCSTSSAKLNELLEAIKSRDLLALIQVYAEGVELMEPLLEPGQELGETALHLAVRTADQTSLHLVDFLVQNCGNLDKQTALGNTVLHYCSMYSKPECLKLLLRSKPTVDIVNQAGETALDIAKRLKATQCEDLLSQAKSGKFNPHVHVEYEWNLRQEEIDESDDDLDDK
PLC-gamma1 inh – PLC-gamma1 (human) inhibition, primary screen; P19174; purified PLC-gamma1, fluorogenic substrate, fluorescence; inhibition, % at 12.2 µM; 0.84% of 370,000 active; AID 720700; in the data active = inhibition above about 9.5%
PLCb3 inh – blocks human PLC-beta3 enzyme activity; Purified PLC-beta3, fluorogenic substrate, fluorescence; inhibition, % at 12.2 µM; 0.18% of 370,000 active; AID 720704; in the data active = inhibition above about 11%;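 also: 0% = median of compound wells on plate and 100% = full blocker control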
UHRF1 binding – blocks human UHRF1 binding to methylated DNA; Q96T88; 0.75% of 370,000 active; inhibition, % at 4.4 µM; UHRF1 binding to methylated oligo, TR-FRET; in the data active = inhibition above about 21%;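 also: UHRF1 SRA domain binding a hemimethylated CpG hairpin DNA probe; 0% = median of test compound wells and 100% = reference inhibitor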
DDE Tn7 FP inh – DD(E)-Tn7 binding inhibition, primary FP screen; inhibition, % at 8.3 µM; FP displacement of FITC-Tn7 peptide from fibrin DD(E); 0% = median of compound wells per plate; P02675; 0.13% of 370,000 active; AID 720508;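 active = inhibition above the mean of compounds falling within the control limits plus 3 SD of them, cut at about 14% in these data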;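 also: 0% = plate median of compound wells and 100% = 10 µM Aha-Tn7 peptide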
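Also added: labelled Tn7 tracer, 0.1 µM; Assay system: human fibrin DD(E) protein; Amount: 2 µM fibrin DD(E); Schedule: 10 min compound pre-incubation, 3 h probe incubation at room temperature; Repeats: one replicate per compound; Read-out basis: percent inhibition; Measured by: fluorescence polarization of the labelled Tn7 tracer.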
ARFGAP1 inh – rat ARFGAP1 inhibition; Q62848; Arfgap1-stimulated ARF1 GTP hydrolysis, GDP FP detection; inhibition, % at 16.5 µM; 0.26% of 360,000 active; AID 651572;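 active = inhibition above a per-plate limit, mean inhibition of low control wells plus 3 SD, cut at about 25% in these data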;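 also: 0% = DMSO wells with enzyme and 100% = wells lacking Arfgap1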
Target sequence (Q62848 1-136 limits assumed): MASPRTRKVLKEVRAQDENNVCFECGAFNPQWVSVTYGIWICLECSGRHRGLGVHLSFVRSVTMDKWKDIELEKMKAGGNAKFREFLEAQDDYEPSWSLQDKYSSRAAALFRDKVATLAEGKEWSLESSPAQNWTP
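Assay system: purified rat His6-Arfgap1 residues 1-136 (GAP domain); Reagent: human Δ17 ARF1 bound to GTP; Dosing: 16.5 µM single point, 1.26% DMSO; Times: GTP hydrolysis reaction 2 h at 25 °C; Signal: FP, GDP Alexa 633 tracer displaced from anti-GDP antibody, 620/688 nm; Measure: % inhibition from polarization.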
ADAM17 inh – inhibits human ADAM17; AID 720648; recombinant ADAM17, EDANS/DABCYL FRET peptide cleavage; 0.83% of 370,000 active; P78536; inhibition, % at 6.95 µM;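 active = inhibition above the mean of compounds lying between control limits plus 3 SD, set per campaign, cut at about 8.5% in these data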;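 also: 0% = DMSO-only wells as the low control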
MBD2 DNA inh – inhibitors of human MBD2 binding to methylated oligonucleotide. 0.31% of 370,000 active. inhibition, % at 4.4 µM. Q9UBB5. TR-FRET; in the data active = inhibition above about 13%
Numbers without * were called inactive; i = inactive; / = no result given. Not a hit list; any-hit rate near 4.1%.

mol	KLK7 zymogen act	Tn6 DDE FP	ASAP1 inh	PLC-gamma1 inh	PLCb3 inh	UHRF1 binding	DDE Tn7 FP inh	ARFGAP1 inh	ADAM17 inh	MBD2 DNA inh
C=CS(=O)(=O)N(Cc1ccc(F)cc1)C(=C)C(=O)OC	0.1	8	/	4	0	0	11	/	-5	4
Cc1ccccc1C(=O)NC1CCN(CC(=O)NCc2ccc(F)cc2)CC1	-0.2	9	-11	0	1	-1	-3	-1	-1	-4
O=C(c1cccc(S(=O)(=O)N2CCc3ccccc3C2)c1)N1CCN(c2ccc(O)cc2)CC1	0.2	2	-6	1	2	-2	5	8	3	2
CCOC(=O)c1ccc2c(c1)nc(C)n2CC	-0.8	2	12	3	-2	3	-2	10	-7	7
N#Cc1ccc2[nH]c(CO)c(-c3ccccc3)c2c1	-0.6	-1	9	-34	-47	-1	-9	2	-6	3
Cc1ccc(OCCOCCOc2cccc3cccnc23)c(Br)c1	0.5	4	1	-7	-12	-1	4	-9	2	0
CC(=O)Nc1ccc(NC(=O)C(=O)c2cn(CC(=O)N3CCCC3)c3ccccc23)cc1	-0.5	-1	13	1	-4	1	2	-1	2	2
CC(=O)Nc1ccc(S(=O)(=O)NCCC(=O)Nc2ncccc2C)cc1	0.1	-1	-13	-2	4	-2	-7	11	0	1
[O-][n+]1onc2c1CCc1nnc(-c3ccccc3)cc1-2	-0.9	8	-11	1	4	0	3	-4	0	-6
COc1cccc(N2CCN(C(=O)c3ccc(CS(=O)c4ccc(C)cc4)o3)CC2)c1 (stereo unspecified)	-0.2	0	-14	1	-8	-3	8	2	-1	-7
CC1Cc2ccccc2N1S(=O)(=O)c1cccc(C(=O)N2CCCCC2)c1 (stereo unspecified)	0.0	0	-3	3	-5	1	-4	4	2	2
C[C@@H]1CC=C[C@H]2[C@H]1C(=O)N(Cc1ccccc1)[C@H]2c1ccc(C(F)(F)F)cc1	0.3	0	-12	-2	-2	2	6	-10	-4	2
CC(C)CCNC(=O)CN(Cc1ccc2c(c1)OCO2)C(=O)CCC(=O)Nc1ccccn1	-0.5	6	-2	-3	-2	0	10	1	-6	4
COc1ccc(-c2nc3ccc(C)cn3c2Cc2ccc(C)cc2)cc1OC	-2.8	9	-9	-47	-68	12	8	-4	-47	3
O=C(CCCCCn1c(=S)[nH]c2cc3c(cc2c1=O)OCO3)NCCc1ccccc1	0.1	7	2	3	-6	3	6	8	-4	2
COc1cc(/C=N/Nc2ccccn2)cc(OC)c1O	-1.2	-1	4	-1	-4	1	7	0	-5	2

An excerpt from above in order of SMILES length, lowest first:
mol	KLK7 zymogen act	Tn6 DDE FP	ASAP1 inh	PLC-gamma1 inh	PLCb3 inh	UHRF1 binding	DDE Tn7 FP inh	ARFGAP1 inh	ADAM17 inh	MBD2 DNA inh
[O-][n+]1onc2c1CCc1nnc(-c3ccccc3)cc1-2	-0.9	8	-11	1	4	0	3	-4	0	-6
CC1Cc2ccccc2N1S(=O)(=O)c1cccc(C(=O)N2CCCCC2)c1 (stereo unspecified)	0.0	0	-3	3	-5	1	-4	4	2	2
COc1cccc(N2CCN(C(=O)c3ccc(CS(=O)c4ccc(C)cc4)o3)CC2)c1 (stereo unspecified)	-0.2	0	-14	1	-8	-3	8	2	-1	-7

(cont.)
mol	KLK7 zymogen act	Tn6 DDE FP	ASAP1 inh	PLC-gamma1 inh	PLCb3 inh	UHRF1 binding	DDE Tn7 FP inh	ARFGAP1 inh	ADAM17 inh	MBD2 DNA inh
Cc1ccc(C(=O)N2CCN(c3cc(=O)[nH]nc3-c3ccccc3)CC2)cc1	-0.3	3	-6	1	3	1	0	-16	-3	1
O=C(CCC1CCCN(C(=O)c2ccc3cc[nH]c3c2)C1)NCc1ccc(F)c(F)c1 (stereo unspecified)	-0.5	-1	4	-1	-8	-3	4	2	-3	5
Cc1ccc(Nc2nc(N)nc(CSc3nc4ccccc4s3)n2)cc1	0.2	-7	0	4	-3	-3	-4	4	13*	4
O=C(CSCc1ccccc1Cl)NNC(=S)Nc1ccccc1	-0.1	-6	-6	-2	-1	1	0	-11	1	1
O=C(CCCN1C(=O)/C(=C\c2ccco2)SC1=S)Nc1cccc2ccccc12	0.3	6	7	-3	-7	1	3	12	1	1
CC(C)CCNC(=O)Cc1ccc(Nc2nc(=S)[nH]c3ccccc23)cc1	4.2	-5	-16	-57	-57	0	8	5	-8	-2
COC(=O)[C@H](Cc1ccccc1)N1C[C@@H](N2CCC[C@H]2C)CS1(=O)=O	0.0	5	6	0	1	1	7	-8	-7	6
O=C(CN1C(=O)C2CC=CCC2C1=O)Nc1ccc(F)c(Cl)c1 (stereo unspecified)	-0.2	2	-4	0	0	-1	0	1	-1	-2
C/C(=N\OC(=O)c1cccc(Cl)c1)c1sc(C)nc1C	-0.4	-4	6	-3	2	8	8	7	-2	7
COc1ccc(C(=O)Nc2ccc(F)cc2F)cc1	-0.3	-1	3	2	-3	0	11	10	-3	6
CN(C1CCCCC1)S(=O)(=O)c1cn(C)c(=O)n(C)c1=O	0.2	4	-12	3	-5	0	3	0	-6	-4
COc1ccc(Cl)cc1N1C(=O)C2CCCN2C1c1ccc(F)cc1 (stereo unspecified)	0.3	-3	10	0	5	-1	8	-6	0	-4
CCN(CC(=O)Nc1ccc(NC(C)=O)cc1)C(=O)/C=C/c1ccco1	0.5	3	13	4	-4	-2	-4	-5	2	-4
O=C(c1ccccc1F)N1CCN(c2ccccc2F)CC1	-0.3	2	12	4	3	-1	4	12	-2	-1
C[C@H]1CN([C@@H](C)CO)C(=O)c2cccc(NC(=O)c3ccc(-c4nccs4)cc3)c2O[C@@H]1CN(C)C(=O)Nc1cccc2ccccc12	-3.5	-6	2	-26	-57	-1	-2	-9	-12	-5
Cc1[nH]n(-c2ccccc2)c(=O)c1/C=N/N1C(=O)c2cccc3cccc(c23)C1=O	0.5	1	-5	6	5	-21	0	1	0	-20
CCOc1ccc(CCNC(=O)C2CCCN(S(=O)(=O)N3CC(C)CC(C)C3)C2)cc1OCC (stereo unspecified)	0.6	4	-4	4	0	-3	6	-9	-3	-6
Cn1c(=O)oc2cc(S(=O)(=O)N3CCCC(C(=O)N4CCc5ccccc5C4)C3)ccc21 (stereo unspecified)	-0.1	0	0	4	9	-1	-2	-3	0	-3
O=C(COC(=O)C1CC2C=CC1C2)Nc1ccccc1[N+](=O)[O-] (stereo unspecified)	-0.1	-3	10	2	5	0	0	8	-1	-4
COc1ccc([C@H]2CC(=O)C=C(c3cccc(OC)c3)C2)cc1	-1.1	-1	-4	-22	-42	-1	-6	11	-2	2
N#C/C(=C\c1ccc(N2CCCCC2)o1)C(N)=O	0.3	3	14	-22	-19	-45	-9	0	1	-20
O=C(/C=C(\Nc1ccc(Br)c(F)c1)c1ccccc1)c1ccccc1	0.4	-1	5	4	4	8	-3	-13	-1	-1
Cc1[nH]c2ccc(F)cc2c1CCN(Cc1ccncc1)C(=S)Nc1ccccc1	0.5	-3	7	3	3	0	-5	8	4	-3
CCOC(=O)c1c(NC(=O)Cc2cccs2)sc(C(=O)N2CCCCC2)c1C	0.7	0	14	1	2	0	4	3	0	-1
CC(C)C(OC(=O)C1=Cc2ccccc2OC1)C(=O)NCC1CCCO1 (stereo unspecified)	0.5	9	2	-38	-52	8	0	-9	-1	3
Cc1ccsc1/C=C1/SC(=O)N(CC(=O)N2CCCC2)C1=O	0.1	2	-6	0	-1	-3	-2	6	0	1
Cc1ccc(CN2CCN(Cc3ccc4cc(F)ccc4n3)CC2CCO)o1 (stereo unspecified)	-0.7	4	3	2	3	1	-6	-5	0	-3
CS(=O)(=O)N1CCN(c2nc(-c3ccccc3)cs2)CC1	0.7	-9	7	2	4	-1	-1	20	0	3
NC(=O)c1ccc[n+](CC(=O)Nc2ccccc2C(=O)O)c1	0.5	-5	-7	4	-2	-1	-4	5	-4	-3
Cc1ccc(C(=O)Nc2cc(=O)n(C)c(=O)n2C)cc1C	-1.0	-10	-5	3	2	-2	0	0	0	-4
CCn1c(-c2ccncc2)n[nH]c1=S	0.3	0	5	-3	1	2	-1	7	0	-5
Cc1ccccc1N/C=C/C(=C(C#N)C#N)N(C)C	-0.2	-4	-2	0	4	-2	0	-1	0	-4
CCOc1ccccc1C(=O)Nc1c[nH]c(=O)[nH]c1=O	0.0	-3	-6	2	-5	2	2	6	-3	-3
CC(C)C(=O)Nc1ccc2c(c1)C(=O)N(CCC(=O)O)C2=O	-67	3	-2	i	i	4	10	3	-192	2
CCOC(=O)C1CN(S(=O)(=O)c2cccs2)c2ccc(CC(=O)OC)cc2O1 (stereo unspecified)	-0.3	6	2	1	-5	2	-4	-3	-2	-2
CC1(C)CC(=O)N(c2cc(Cl)ccc2Cl)C(=O)C1	0.8	3	3	1	-3	2	2	5	-4	-2
O=C1CC(c2ccccc2Cl)CC(O)=C1C=Nc1ccccc1 (stereo unspecified)	-0.8	-3	5	-1	1	0	-5	12	5	-4
O=C(NCCCN1CCCC1=O)c1cccc(S(=O)(=O)NCc2ccccc2)c1	-0.6	-4	8	-3	-5	3	0	0	-5	0
Cc1cc2c(nc1C)CCCN2S(=O)(=O)c1ccc(C#N)cc1	-0.8	8	2	-5	-5	0	-6	7	-5	1
CC(=O)NC(CCc1ccc(Cl)c(Cl)c1)c1cccc(O)c(=O)c1 (stereo unspecified)	-1.9	1	-1	-13	-14	-1	7	-5	-4	2
CCOC(=O)C1CCN(C(=O)Nc2ccc3snnc3c2)CC1	-0.2	-7	4	-7	-7	2	-5	11	-13	0
Cc1nn(-c2ccc(Cl)cc2)c2sc(C(=O)N3CCN(c4ccccn4)CC3)cc12	0.2	-8	12	-2	0	4	4	8	-4	8
COc1ccc(O)c(C(=O)c2cc(C#N)c(=O)n(CCN3CCOCC3)c2)c1	1.2	-2	-13	2	-1	2	-3	-2	-1	-4
C=CCn1c(NC(=O)c2ccc(C)cc2)c(C#N)sc1=N	-0.1	-8	13	-74	-92	6	-8	7	-1	6
CCS(=O)(=O)c1ccc(O)c(NC(=O)CC2(CC(=O)O)CCCC2)c1	0.1	-12	7	1	-2	-1	-1	6	1	-3
Cc1ccc(C)c(N2N=C(C(=O)Nc3ccc(N4CCOCC4)cc3)CCC2=O)c1	0.6	-4	5	8	-4	6	-8	9	6	-1
CC(=O)NC(NC(=S)Nc1ccc(C)cc1C)C(Cl)(Cl)Cl (stereo unspecified)	0.6	-2	1	3	-1	-2	-7	3	1	-8
Cn1c(-c2ccc(F)cc2)cnc1SCC(=O)Nc1ccccc1	0.6	0	20	4	4	2	-2	0	6	0
Nc1c(N(C(=O)Nc2ccc(Cl)c(Cl)c2)C2CCCC2)c(=O)[nH]c(=O)n1Cc1ccccc1	-0.2	4	8	-2	0	-1	-3	2	-5	3
COC(=O)c1ccccc1NC(=O)Cn1c(CCC(=O)O)ccc1-c1cccs1	0.7	6	8	-17	-24	-1	-4	-22	-7	0
COCCn1c(SCC(=O)Nc2ccccc2OC)nc2ccccc2c1=O	-0.3	-5	4	1	-7	3	1	0	-3	3
